Screens: PubChem, several laboratories
MCL1 BIM primary = MCL1-BIM-BH3 interaction inhibition (human); Q07820; GST-MCL1 / FITC-Bim-BH3 fluorescence polarization; inhibition, % at 10.9 µM; hit rate 0.68% among 320,000; AID 2057;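 active = inhibition above the mean inhibition of all tested compounds plus 3 SD, set per campaign, cut at about 40% in these data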;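 note: 0% = DMSO wells and 100% = unlabeled Bim-BH3 peptide control; higher means more loss of mP so more displacement of Bim peptide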
Target sequence (Q07820 whole entry, looked up): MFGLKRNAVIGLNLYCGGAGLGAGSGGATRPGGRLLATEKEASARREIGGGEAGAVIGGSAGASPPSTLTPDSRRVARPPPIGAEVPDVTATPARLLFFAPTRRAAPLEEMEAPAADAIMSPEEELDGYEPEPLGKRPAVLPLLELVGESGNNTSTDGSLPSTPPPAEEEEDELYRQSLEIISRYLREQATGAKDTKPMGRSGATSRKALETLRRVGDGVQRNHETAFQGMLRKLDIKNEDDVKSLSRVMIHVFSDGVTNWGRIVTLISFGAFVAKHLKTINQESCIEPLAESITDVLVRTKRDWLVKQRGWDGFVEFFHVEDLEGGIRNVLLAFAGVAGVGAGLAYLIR
GLD-1 TGE inh = GLD-1-TGE RNA interaction inhibition (C. elegans); purified GLD-1 + fluorescein TGE RNA, fluorescence polarization; inhibition, % at 5.96 µM; hit rate 0.44% among 320,000; AID 2280;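 active = percent inhibition above a per-plate cutoff, the plate mean of test compounds plus 3 SD, cut at about 30% in these data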;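 note: 0% = DMSO wells with GLD-1 and probe and 100% = wells lacking GLD-1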
VLA-4 inh = inhibition in a human VLA-4 binding assay. P13612. VLA-4 expressing cells, ligand binding flow cytometry. inhibition, % (about 7 µM as worked out from the volumes in the protocol). hit rate 0.2% among 330,000; in the data active = inhibition above about 50%
PME-1 primary = blocks human protein phosphatase methylesterase 1 | recombinant PME-1, FP-Rh probe fluorescence polarization | inhibition, % at 5.9 µM | hit rate 0.53% among 320,000 | AID 2130;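 active = inhibition above the campaign mean of all compounds plus 3 SD, cut at about 26% in these data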;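 note: competitive labeling of PME-1 active site by serine hydrolase directed probe; 0% = PME-1 with DMSO and 100% = wells lacking PME-1 enzyme; inhibitors block probe labeling so polarization falls and inhibition rises; many of its hits are not listed in these tables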
Target sequence (Q9Y570 whole entry, looked up): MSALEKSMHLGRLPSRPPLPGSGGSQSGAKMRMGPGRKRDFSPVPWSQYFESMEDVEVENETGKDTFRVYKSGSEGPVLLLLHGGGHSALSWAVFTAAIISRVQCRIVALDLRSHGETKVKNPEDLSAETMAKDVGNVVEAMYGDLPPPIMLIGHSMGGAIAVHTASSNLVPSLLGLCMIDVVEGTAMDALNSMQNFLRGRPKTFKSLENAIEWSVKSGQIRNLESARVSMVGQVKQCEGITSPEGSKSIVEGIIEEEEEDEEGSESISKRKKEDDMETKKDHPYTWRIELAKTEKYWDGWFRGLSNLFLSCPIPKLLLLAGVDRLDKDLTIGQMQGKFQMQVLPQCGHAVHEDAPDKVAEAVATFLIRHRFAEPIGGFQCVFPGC
Efflux pump mplx = inhibitors of Candida antifungal efflux pumps expressed in yeast. S. cerevisiae Candida pump triplex, Nile Red efflux. inhibition, % at 10 µM. hit rate 0.44% among 330,000;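 active = plate passing quality check with inhibition over a set limit, or well fluorescence over plate mean plus 4 SD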;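 note: Nile Red retained in pooled yeast measured as flow cytometry median fluorescence; 0% = buffer negative control and 100% = Enniatin B positive control; higher means more Nile Red kept so more efflux inhibition; some compounds called inactive have numbers as strong as hits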
GRK2 inh = blocks RNA aptamer binding to human GRK2; P25098; bead flow cytometry, FAM-aptamer displacement from GRK2; inhibition of aptamer binding, % at 10 µM; hit rate 0.59% among 330,000;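 active = inhibition of aptamer binding above 40%, roughly 3 SD of noise, on plates passing a quality check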;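 note: median bead fluorescence of bound FAM aptamer so fluorescent compounds give negative values; no value below 0 was filed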
Fam108B inh = blocks mouse Fam108B hydrolase in RBBP9 counter-screen | recombinant Fam108B, FP-Rh probe fluorescence polarization | inhibition, % at 9.51 µM | hit rate 0.33% among 300,000;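 active = inhibition above the screen mean inhibition plus 3 SD, computed separately per campaign, cut at about 18% in these data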;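 note: inhibitors lower polarization as less probe binds the enzyme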
MEX-5 binding = C. elegans MEX-5 TCR-2 RNA binding activity; activity score (negative = inhibition of binding), % at 10 µM; MEX-5/FITC-TCR2 RNA binding, fluorescence polarization; active compounds read low; AID 1832; hit rate 0.38% among 300,000; Q9XUB2;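 active = inhibition past about -25% in most replicates, and total fluorescence under double the plate's negative control median, limit read from the data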;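 note: 0% = DMSO and -100% = 5 µM competing unlabeled TCR2 RNA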
Bcl-xL primary = inhibitors of human Bcl-xL; GST-Bcl-xL / FITC-Bim BH3 peptide fluorescence polarization; AID 2129; hit rate 0.7% among 320,000; Q07817; inhibition, % at 10.9 µM;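 active = inhibition above the mean of all tested compounds plus 3 SD, cutoff set per campaign, cut at about 30% in these data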;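 note: 0% = DMSO wells and 100% = unlabeled Bim-BH3 peptide competitor; inhibitors lower millipolarization by displacing the labeled peptide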
Target sequence (Q07817 whole entry, looked up): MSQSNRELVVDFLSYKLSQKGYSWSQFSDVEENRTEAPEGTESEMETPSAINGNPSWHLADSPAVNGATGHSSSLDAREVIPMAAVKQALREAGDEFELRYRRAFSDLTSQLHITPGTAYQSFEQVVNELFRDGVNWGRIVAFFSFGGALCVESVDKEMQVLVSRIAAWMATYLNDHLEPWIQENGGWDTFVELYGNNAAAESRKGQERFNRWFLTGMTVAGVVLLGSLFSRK
An asterisk follows results filed as active. These rows are one share of the data; rates above refer to the full screens.

Results for O=S(=O)(Nc1ccccc1)c1cccc2nsnc12 ?
MCL1 BIM primary: 7; GLD-1 TGE inh: -12; VLA-4 inh: 11; PME-1 primary: 2; Efflux pump mplx: 0.0; GRK2 inh: 18; Fam108B inh: 4; MEX-5 binding: -3.2; Bcl-xL primary: 3

Results for CC(=O)Nc1nonc1-c1nc2ccccc2n1N(C(C)=O)C(C)=O ?
MCL1 BIM primary: 16; GLD-1 TGE inh: 8; VLA-4 inh: -6; PME-1 primary: -7; Efflux pump mplx: 0.0; GRK2 inh: 2; Fam108B inh: 1; MEX-5 binding: 0.3; Bcl-xL primary: 12

How did CCNC(=S)N1N=C2c3ccccc3CCC2C1c1ccc(F)cc1 (stereo not given) do in these assays?
MCL1 BIM primary: 7; GLD-1 TGE inh: -1; VLA-4 inh: 3; PME-1 primary: 2; Efflux pump mplx: -0.1; GRK2 inh: 1; Fam108B inh: -2; MEX-5 binding: 2.5; Bcl-xL primary: 3

Results for CC(OC(=O)c1cc(Cl)ccc1[N+](=O)[O-])C(=O)NC(C)c1ccc(F)cc1 (stereo not given) ?
MCL1 BIM primary: -4; GLD-1 TGE inh: -3; VLA-4 inh: 16; PME-1 primary: 8; Efflux pump mplx: 0.1; GRK2 inh: 0; Fam108B inh: -3; MEX-5 binding: 3.2; Bcl-xL primary: 2

How did COc1cc([N+](=O)[O-])ccc1NC(=O)CN1CCOCC1 do in these assays?
MCL1 BIM primary: 1; GLD-1 TGE inh: 0; VLA-4 inh: -7; PME-1 primary: 3; Efflux pump mplx: -0.2; GRK2 inh: 2; Fam108B inh: 7; MEX-5 binding: -3.2; Bcl-xL primary: 4

What do the screens show for `CC(C)(C)C(=O)NC(=S)NNC(=O)c1ccncc1`?
MCL1 BIM primary: 15; GLD-1 TGE inh: 3; VLA-4 inh: 1; PME-1 primary: -1; Efflux pump mplx: -0.3; GRK2 inh: 4; Fam108B inh: 1; MEX-5 binding: 3.5; Bcl-xL primary: 1

Results for COC(C(=O)Nc1ccnn1C1CCN(Cc2ccc(Cl)s2)CC1)c1ccccc1 (stereo not given) ?
MCL1 BIM primary: -6; GLD-1 TGE inh: 1; VLA-4 inh: 3; PME-1 primary: -5; Efflux pump mplx: 0.1; GRK2 inh: 3; Fam108B inh: -1; MEX-5 binding: -3.8; Bcl-xL primary: 1

What do the screens show for `Cc1ccc(OCC(O)CN2CCN(c3ccccc3)CC2)cc1` (stereo not given)?
MCL1 BIM primary: 4; GLD-1 TGE inh: 2; VLA-4 inh: 10; PME-1 primary: -1; Efflux pump mplx: -0.1; GRK2 inh: 0; Fam108B inh: 9; MEX-5 binding: -1.4; Bcl-xL primary: 2

Results for O/N=C/c1cccnc1Sc1ccccc1 ?
MCL1 BIM primary: 1; GLD-1 TGE inh: -6; VLA-4 inh: 4; PME-1 primary: 2; Efflux pump mplx: 0.0; GRK2 inh: 0; Fam108B inh: 2; MEX-5 binding: 0.3; Bcl-xL primary: 1

How did CCOc1ccc(CN(C(=O)c2ccco2)C2CCS(=O)(=O)C2)cc1 (stereo not given) do in these assays?
MCL1 BIM primary: 1; GLD-1 TGE inh: -1; VLA-4 inh: 6; PME-1 primary: -2; Efflux pump mplx: 0.1; GRK2 inh: 0; Fam108B inh: 2; MEX-5 binding: 3.1; Bcl-xL primary: 7

Random excerpt: 2 entries already listed
How did CCNC(=S)N1N=C2c3ccccc3CCC2C1c1ccc(F)cc1 (stereo not given) do in these assays?
MCL1 BIM primary: 7; GLD-1 TGE inh: -1; VLA-4 inh: 3; PME-1 primary: 2; Efflux pump mplx: -0.1; GRK2 inh: 1; Fam108B inh: -2; MEX-5 binding: 2.5; Bcl-xL primary: 3

Results for CC(OC(=O)c1cc(Cl)ccc1[N+](=O)[O-])C(=O)NC(C)c1ccc(F)cc1 (stereo not given) ?
MCL1 BIM primary: -4; GLD-1 TGE inh: -3; VLA-4 inh: 16; PME-1 primary: 8; Efflux pump mplx: 0.1; GRK2 inh: 0; Fam108B inh: -3; MEX-5 binding: 3.2; Bcl-xL primary: 2

Continuation:
What do the screens show for `N#C/C(=C\Nc1ccc(F)c(Cl)c1)C(=O)C1CC1`?
MCL1 BIM primary: 4; GLD-1 TGE inh: -1; VLA-4 inh: 7; PME-1 primary: -5; Efflux pump mplx: 0.4; GRK2 inh: 7; Fam108B inh: -2; MEX-5 binding: -0.5; Bcl-xL primary: 2

What do the screens show for `NC(=O)c1c(NC(=O)Cc2cccs2)sc2c1CCC2`?
MCL1 BIM primary: 11; GLD-1 TGE inh: -2; VLA-4 inh: 7; PME-1 primary: -3; Efflux pump mplx: 0.0; GRK2 inh: 5; Fam108B inh: 9; MEX-5 binding: -1.3; Bcl-xL primary: 4

What do the screens show for `Cn1c(CSCc2ccccc2Cl)nnc1SCC(=O)Nc1nccs1`?
MCL1 BIM primary: 0; GLD-1 TGE inh: -3; VLA-4 inh: -6; PME-1 primary: 1; Efflux pump mplx: -0.1; GRK2 inh: 0; Fam108B inh: -4; MEX-5 binding: 0.5; Bcl-xL primary: 0

How did CCOC(=O)C1CCN(C(=O)CCS(=O)(=O)c2ccc3c(c2)CCN3C(C)=O)CC1 do in these assays?
MCL1 BIM primary: 7; GLD-1 TGE inh: 1; VLA-4 inh: 28; PME-1 primary: -1; Efflux pump mplx: 0.1; GRK2 inh: 0; Fam108B inh: 2; MEX-5 binding: -0.2; Bcl-xL primary: 6

Results for COc1ccc(NS(=O)(=O)c2ccc3oc(SC)nc3c2)cc1 ?
MCL1 BIM primary: 2; GLD-1 TGE inh: 0; VLA-4 inh: 8; PME-1 primary: -2; Efflux pump mplx: 0.0; GRK2 inh: 1; Fam108B inh: 5; MEX-5 binding: 2.9; Bcl-xL primary: -2

What do the screens show for `O=C(Nc1ccnc(-c2ccncc2)n1)c1ccccc1Cl`?
MCL1 BIM primary: -4; GLD-1 TGE inh: 5; VLA-4 inh: 0; PME-1 primary: -5; Efflux pump mplx: 0.1; GRK2 inh: 0; Fam108B inh: 2; MEX-5 binding: 0.2; Bcl-xL primary: 4

Results for CC1(C)CC(N(Cc2ccco2)C(=O)Cc2ccccc2)CCO1 (stereo not given) ?
MCL1 BIM primary: 0; GLD-1 TGE inh: 2; VLA-4 inh: 9; PME-1 primary: -1; Efflux pump mplx: -0.1; GRK2 inh: 3; Fam108B inh: 3; MEX-5 binding: 1.6; Bcl-xL primary: 3

What do the screens show for `COC(=O)C1=C(C)NC2=C(C(=O)C(C(=O)OC)C(c3ccc(OC)cc3)C2)C1c1ccccn1` (stereo not given)?
MCL1 BIM primary: 2; GLD-1 TGE inh: 2; VLA-4 inh: -37; PME-1 primary: 2; Efflux pump mplx: -0.1; GRK2 inh: 5; Fam108B inh: 3; MEX-5 binding: -4.9; Bcl-xL primary: 9

Results for CCn1cc(CNC(=O)CCc2ccc(OC)cc2)cn1 ?
MCL1 BIM primary: 7; GLD-1 TGE inh: -2; VLA-4 inh: -3; PME-1 primary: -2; Efflux pump mplx: -0.2; GRK2 inh: 1; Fam108B inh: -2; MEX-5 binding: 1.7; Bcl-xL primary: 18

Results for CCCCc1c(C)c2ccc(OC)c(/C(C)=N\O)c2oc1=O ?
MCL1 BIM primary: 1; GLD-1 TGE inh: 16; VLA-4 inh: 23; PME-1 primary: 6; Efflux pump mplx: -0.2; GRK2 inh: 4; Fam108B inh: 4; MEX-5 binding: -1.3; Bcl-xL primary: 3

What do the screens show for `COc1ccc(-c2nn(CCC(=O)O)cc2/C=C/C(=O)O)cc1[N+](=O)[O-]`?
MCL1 BIM primary: 0; GLD-1 TGE inh: 5; VLA-4 inh: -14; PME-1 primary: 0; Efflux pump mplx: 0.3; GRK2 inh: 3; Fam108B inh: 3; MEX-5 binding: 0.4; Bcl-xL primary: 1

How did COc1ccc(Oc2coc3cc(OCC(=O)N4CCCCC4)ccc3c2=O)cc1 do in these assays?
MCL1 BIM primary: -6; GLD-1 TGE inh: 2; VLA-4 inh: 13; PME-1 primary: -1; Efflux pump mplx: -0.1; GRK2 inh: 3; Fam108B inh: -9; MEX-5 binding: -5.1; Bcl-xL primary: 2

What do the screens show for `Cc1cnc(C(=O)OCc2nc3ccsc3c(=O)[nH]2)cn1`?
MCL1 BIM primary: 36; GLD-1 TGE inh: 14; VLA-4 inh: 0; PME-1 primary: -6; Efflux pump mplx: 0.0; GRK2 inh: 12; Bcl-xL primary: 30*

Results for CC(Oc1cc2oc(=O)c3c(c2cc1Cl)CCC3)C(=O)NCCN1CCOCC1 (stereo not given) ?
MCL1 BIM primary: -5; GLD-1 TGE inh: 2; VLA-4 inh: 8; PME-1 primary: 3; Efflux pump mplx: -0.5; GRK2 inh: 1; Fam108B inh: 3; MEX-5 binding: -0.8; Bcl-xL primary: 7

Results for Cc1ccc(Cl)cc1NS(=O)(=O)c1c(C)[nH]c(=O)[nH]c1=O ?
MCL1 BIM primary: 3; GLD-1 TGE inh: 0; VLA-4 inh: 1; PME-1 primary: 4; Efflux pump mplx: -0.1; GRK2 inh: 1; Fam108B inh: 1; MEX-5 binding: 0.6; Bcl-xL primary: 5

How did CN(c1ccccc1)S(=O)(=O)c1cccc(NC(=O)C2CCCO2)c1 (stereo not given) do in these assays?
GLD-1 TGE inh: -4; VLA-4 inh: 4; Efflux pump mplx: -0.3; GRK2 inh: 1

What do the screens show for `COc1ccc(NC(=O)CCn2nc(C)cc2C)cc1`?
MCL1 BIM primary: -2; GLD-1 TGE inh: 0; VLA-4 inh: -3; PME-1 primary: 2; Efflux pump mplx: 0.0; GRK2 inh: 0; Fam108B inh: 0; MEX-5 binding: 1.1; Bcl-xL primary: 0

How did COc1ccc(CNCC(O)(c2ccc(Cl)cc2)c2ccc(Cl)cc2)cc1OC do in these assays?
MCL1 BIM primary: -7; GLD-1 TGE inh: 10; VLA-4 inh: 6; PME-1 primary: -6; Efflux pump mplx: 0.2; GRK2 inh: 0; Fam108B inh: 1; MEX-5 binding: 0.4; Bcl-xL primary: -2

How did Cc1ccc(CNC(=O)c2ccc(N(C)C)cc2)cc1 do in these assays?
MCL1 BIM primary: 0; GLD-1 TGE inh: 7; VLA-4 inh: -3; PME-1 primary: 2; Efflux pump mplx: -0.1; GRK2 inh: 0; Fam108B inh: -2; MEX-5 binding: 0.8; Bcl-xL primary: 3

How did CCOC(=O)C1(CCOC)CCN(C(=O)Cc2ccc3ccccc3c2)CC1 do in these assays?
MCL1 BIM primary: 0; GLD-1 TGE inh: 2; VLA-4 inh: 1; PME-1 primary: -1; Efflux pump mplx: -0.1; GRK2 inh: 1; Fam108B inh: 2; MEX-5 binding: 0.1; Bcl-xL primary: -2

Results for COc1ccc(NC(=O)COC(=O)CNS(=O)(=O)c2ccc(C)cc2)c(OC)c1 ?
MCL1 BIM primary: -10; GLD-1 TGE inh: -6; VLA-4 inh: 6; PME-1 primary: 3; Efflux pump mplx: 0.3; GRK2 inh: 0; Fam108B inh: 6; MEX-5 binding: 1.3; Bcl-xL primary: 0

What do the screens show for `COc1ccc([N+](=O)[O-])cc1C1NN=C(c2cccc3ccccc23)S1` (stereo not given)?
MCL1 BIM primary: 12; GLD-1 TGE inh: 1; VLA-4 inh: -2; PME-1 primary: -11; Efflux pump mplx: -0.1; GRK2 inh: 1; Fam108B inh: 2; MEX-5 binding: -2.1; Bcl-xL primary: 9

Results for Cc1ccc(-n2ncc(C(=O)O)c2C2CCN(C(=O)OC(C)(C)C)CC2)cc1 ?
MCL1 BIM primary: -6; GLD-1 TGE inh: 2; VLA-4 inh: 0; PME-1 primary: -6; Efflux pump mplx: 0.1; GRK2 inh: 43*; Fam108B inh: 2; MEX-5 binding: 0.6; Bcl-xL primary: 5
